# Assay outcomes: PubChem, National Center for Advancing Translational Sciences (NCATS)
# Nrf2 block: inhibitors of Nrf2 signaling | Potency, µM (doses to about 46 µM), without a hit: at the top dose activity change, negative = inhibition, most hits filed as inhibitors | A549 ARE-Fluc reporter, luciferase luminescence, 18-24 h | 2.1% of 360,000 active; note: potency is the fitted concentration of half-maximal effect; % is set by controls: 0 for no effect and ±100 for the full control effect; nearly all actives have a fitted effect of over 60% in size
#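 In this cell-based qHTS, ARE-driven firefly luciferase in A549 cells reports Nrf2 activity; the luminescent signal after BugLite lysis is the measured value, with a prior CellTiter-Fluor read for cell health.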
# MCF10A rereplic: DNA re-replication induction in MCF 10a cells; MCF 10A DNA re-replication, Hoechst nuclear intensity, 48 h; Potency, µM (highest dose often 46.1 µM), for inactives: top-dose activity, positive = re-replication, usual class: activators; 2.9% of 350,000 active; AID 624296; note: potency is the fitted concentration of half-maximal effect; % of control where 0% means no effect; nearly all actives have a fitted effect of over 50% in size
# HepG2 viability: kills HepG2 cells in TGF-b inhibitor counter-screen | HepG2 CAGA-GFP viability, ATP luminescence, 18 h | Potency, µM (highest dose often 46.1 µM), for the others: top-dose activity change, negative = cytotoxicity, most hits filed as cytotoxic | 0.76% of 410,000 active | AID 588856; note: potency is the fitted concentration of half-maximal effect; some results filed as inactive show a strong effect at the top dose
#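 HepG2 CAGA-GFP cells (1000/well, DMEM with 1% FBS) received compound, then TGF-beta at 500 pg/mL final, and were incubated 18 hours at 37 degrees C. Viability was read by CellTiter-Glo luminescence. Media-only wells were set as complete cell-killing and DMSO as no toxicity.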
# Nrf2 ARE act: activates Nrf2 signaling | AREc32 ARE-luciferase reporter (MCF7-derived line), luminescence, 24 h | AID 624171 | Potency, µM (highest dose often 46.1 µM), for inactives: top-dose activation, hits mostly activators | 0.31% of 410,000 active; note: potency is the fitted concentration of half-maximal effect; % of control where 0% means no effect; nearly all actives have a fitted effect of over 65% in size
#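 Cells of the AREc32 ARE-luciferase line are plated in OPTI-MEM containing 5% FBS and left overnight at 37 deg C. Compounds are pinned in, incubation continues 24 hr, and firefly luciferase signal is then measured.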
# ATXN2 expr inh: inhibitors of ATXN2 expression | HEK-293 ATXN2-luciferase reporter, luminescence, 24 h | Potency, µM (top dose mostly 57 µM), inactives show at the top dose activity change, negative = inhibition, most hits filed as inhibitors | 0.72% of 360,000 active; note: potency is the fitted concentration of half-maximal effect; % is set by controls: 0 for no effect and ±100 for the full control effect; nearly all actives have a fitted effect of over 55% in size
#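 ATXN2-luciferase reporter cells (luciferase flanked by upstream and downstream ATXN2 gene portions) were treated 24 h at 37 °C with compounds at up to 57 uM. SteadyGlo luminescence gave expression; GF-AFC fluorescence gave viability.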
# IL-1B inflam inh: inhibitors of inflammasome signaling (IL-1 beta secretion). activity change, % at 57.5 µM. THP-1 LPS/ATP IL-1B secretion, AlphaLISA, 16 h; hits give low values. AID 743279. 4.7% of 360,000 active; in the data active = activity change below about -50%; inconclusive = mostly about -30% to -49%; note: % is set by controls: 0 for no effect and ±100 for the full control effect
#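 Secreted IL-1B measured by AlphaLISA bead assay after 16 h compound exposure of THP-1 cells; compounds (final up to 57.5 uM) added 1 h before LPS (250 ng/mL) and ATP (1.25 mM) stimulation; lower signal means less secretion.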
# ATXN viability: reduces viability in counter-screen for ATXN expression inhibitors; S2 cells (HEK-293 line with an ATXN2-luciferase reporter) viability, CellTiter-Fluor protease fluorescence, 24 h; Potency, µM (titrated, usually from 56.7 µM), hits mostly cytotoxic; 0.49% of 400,000 active; AID 651635; note: potency is the fitted concentration of half-maximal effect; nearly all actives have a fitted effect of over 40% in size
# A549 tox: counter-screen for Nrf2 inhibitors: cytotoxicity in A549 cells. A549 ARE-Fluc cells, CellTiter-Fluor viability, 18-24 h. Potency, µM (highest dose often 46 µM), for inactives: top-dose activity change, negative = cytotoxicity, most hits filed as inhibitors. 0.16% of 390,000 active; note: potency is the fitted concentration of half-maximal effect; % is set by controls: 0 for no effect and ±100 for the full control effect
#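 A549 ARE_Fluc cells in 5% FBS OPTI-MEM were exposed to compounds in concentration-response for 18-24 h at 37 deg C. Viability was read by CellTiter-Fluor fluorescence (Ex 405/Em 525) after 30 min, before the luciferase read.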
# TGFb inhibitor: TGF-b pathway inhibition; HepG2 CAGA-GFP TGF-b/SMAD3 reporter, GFP fluorescence, 18 h; TGF-beta stimulated, 500 pg/mL final; Potency, µM (top dose mostly 46.1 µM), without a hit: top-dose activity, negative = inhibition, usual class: inhibitors; 1.2% of 410,000 active; note: potency is the fitted concentration of half-maximal effect; % is set by controls: 0 for no effect and ±100 for the full control effect; nearly all actives have a fitted effect of over 65% in size
#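 Using HEPG2 CAGA-GFP reporter cells at 1000 cells/well, we pinned test compounds, stimulated with recombinant TGF-beta (500 pg/mL final) and measured total well GFP after 18 h.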
# * hit, by the source's call; i = inactive; u = inconclusive; x = no result given; [ ] = dose if it differs, or a comment. Unless noted, calls come from the whole dose curve; as a rule, active = well fitted curve in the direction sought with a large enough effect; inconclusive = small, poorly fitted or top-dose-only effect, or another doubt; inactive = no such curve, though single readings can be large; an effect the other way counts as inactive or inconclusive.
SMILES,Nrf2 block,MCF10A rereplic,HepG2 viability,Nrf2 ARE act,ATXN2 expr inh,IL-1B inflam inh,ATXN viability,A549 tox,TGFb inhibitor
CC(C)(Oc1ccc(Cl)cc1)C(=O)Nc1ccc(S(=O)(=O)Nc2ncccn2)cc1,-22%,-1%,2%,-0.1%,-13%,-2,i,1%,18%
COc1cc2ccccc2cc1C(=O)OCC(=O)N1CCOCC1,3%,-1%,-2%,-0.5%,0%,-14,i,-5%,-12%
Cc1ccc(CNC(=S)Nc2ccc(C)c([N+](=O)[O-])c2)cc1,-13%,u,-19%,0.5%,-5%,13,i,-3%,0%
CC(OC(=O)c1ccc2ncsc2c1)C(=O)NC1CCCCC1C (stereo not given),-7%,1%,6%,1.0%,4%,11,i,15%,-14%
O=C(c1ccc(F)c(F)c1)N1CCCc2ccccc21,-11%,17%,-5%,-1.0%,x,20,i,0%,-9%
CC(C)(C)C1CCC(C(=O)NNC(=O)c2ccncc2)CC1 (stereo not given),-2%,2%,-9%,-0.4%,1%,-10,i,1%,0%
O=C(Nc1ccc(OC(F)F)c(Cl)c1)c1cccc(OC(F)F)c1,x,73%,-44%,3.3%,4%,-55*,i,u,u
CC1(C)Cc2c(sc3nc(SCC(=O)NCc4ccco4)n(-c4ccccc4)c(=O)c23)CS1,-16%,7.1µM*,-1%,2.8%,-2%,9,i,-3%,-27%
NC(COCc1ccccc1)c1csc(Nc2nccc(C(F)(F)F)n2)n1 (stereo not given),x,x,-1%,0.6%,3%,0,i,x,12%
Cc1cccc(N2C(=O)C(O)=C(C(=O)c3cccs3)C2c2ccccc2)n1 (stereo not given),u,0%,-17%,-0.8%,x,8,u,-14%,-9%
CC(C)CCNC(=O)c1cc(-c2ccco2)nc2ccccc12,-11%,8%,-6%,u,-1%,-2,i,1%,-8%
O=C(CN(CCO)Cc1ccccc1)N1CCN(S(=O)(=O)c2ccccc2)CC1,x,x,-20%,-1.0%,x,18,i,x,-3%
CCc1nnc(NC(=O)C2CC(=O)N(C3CCCC3)C2)s1 (stereo not given),-11%,6%,6%,-0.7%,-5%,15,i,2%,10%
COc1ccc(OC)c(C(c2nnnn2Cc2ccco2)N2CCN(C)CC2)c1 (stereo not given),5%,1%,0%,-0.1%,x,-11,i,3%,-1%
O=C(/C=C/c1ccc(OC2CSC2)cc1)c1ccc(Cl)cc1,5%,19%,15%,0.2%,-4%,-13,i,3%,0%
CC(C)(Oc1ccc(Cl)cc1)C(=O)NC1CCCCC1,-1%,12%,16%,0.2%,-2%,-11,i,0%,-28%
CCOC(=O)c1ccc(NC(=O)CSc2nccn2Cc2ccc(OC)cc2)cc1,x,x,-35%,0.0%,x,x,x,4%,u
CC1(C)CC(=O)c2sc(NC(=O)CN3CCCCC3)nc2C1,4%,-2%,15%,-1.1%,-4%,19,i,-2%,1%
COCCN1CCn2c(nc3cc(NC(=O)Cn4nc(C)c5ccccc5c4=O)ccc32)C1,-7%,0%,-3%,-0.1%,12%,24,i,1%,-1%
CC[C@@]1(C(=O)OC)N[C@H](CN(C)C(=O)Nc2ccc(F)cc2)[C@@H]2C(=O)N(Cc3ccccc3)C(=O)[C@@H]21,5%,1%,4%,2.8%,0%,-5,i,-3%,-22%
CC(C)C(C(=O)NCc1ccco1)N(CC1CCCO1)C(=O)CNS(=O)(=O)c1ccc(F)cc1 (stereo not given),-11%,-2%,-15%,0.1%,1%,-5,i,-3%,u
CCOc1ccc(CCNC(=O)CCCn2c(=O)c3cccn3c3cccnc32)cc1,u,x,-19%,-0.9%,x,x,x,12%,-9%
N=C1C(c2nc3ccccc3c(=O)[nH]2)=C(O)CN1CCO,20%,0%,7%,-0.7%,1%,5,i,-2%,2%
O=S(=O)(Nn1c(O)c(C=C2N=c3ccccc3=N2)sc1=S)c1ccccc1,-10%,3%,-56%,20%,x,12,u,u,u
CCCCn1c(=O)[nH]c(=O)c2c1nc(COc1ccc(C#N)cc1)n2CCC,-21%,-10%,-8%,0.4%,-5%,-16,i,-9%,1%
Cc1ccc(S(=O)(=O)N/N=C\c2cc([N+](=O)[O-])ccc2Cl)cc1,-1%,15%,-39%,2.3%,-22%,32,i,-11%,0%
Cn1c(-c2ccccc2Br)n[nH]c1=S,-22%,4%,3%,-0.4%,5%,19,i,-9%,-5%
CC(C)CNc1nc(N)c([N+](=O)[O-])c(N2CCCCCC2)n1,9.2µM*,u,-142%,3.4%,-12%,-13,i,-2%,u
Cc1cnc2c3c(cc(Cl)c2c1)-c1ccccc1S(=O)(=O)N3,6.5µM*,x,-85%,x,x,x,x,16µM*,4µM*
Cc1nc(NC(=S)NC(=O)c2cncc(Br)c2)ccc1Br,5%,0%,-7%,0.2%,-5%,22,u,-9%,14%

# Arranged by the number under Nrf2 ARE act (low to high): some entries from above.
Structure | Nrf2 ARE act
CCc1nnc(NC(=O)C2CC(=O)N(C3CCCC3)C2)s1 (stereo not given) | -0.7%
COc1ccc(OC)c(C(c2nnnn2Cc2ccco2)N2CCN(C)CC2)c1 (stereo not given) | -0.1%
O=C(/C=C/c1ccc(OC2CSC2)cc1)c1ccc(Cl)cc1 | 0.2%

# Back to the main list with the two entries that preceded the break.
SMILES,Nrf2 block,MCF10A rereplic,HepG2 viability,Nrf2 ARE act,ATXN2 expr inh,IL-1B inflam inh,ATXN viability,A549 tox,TGFb inhibitor
Cc1cnc2c3c(cc(Cl)c2c1)-c1ccccc1S(=O)(=O)N3,6.5µM*,x,-85%,x,x,x,x,16µM*,4µM*
Cc1nc(NC(=S)NC(=O)c2cncc(Br)c2)ccc1Br,5%,0%,-7%,0.2%,-5%,22,u,-9%,14%
O=C(NCc1cccs1)C1CCC(CNS(=O)(=O)c2ccc(Br)s2)CC1 (stereo not given),x,3%,1%,-0.7%,1%,15,i,-10%,20%
CCC(c1nnnn1C(C)(C)C)N1CCN(c2cc(Cl)ccc2C)CC1 (stereo not given),-26%,13µM*,-30%,0.1%,-26%,-6,i,-2%,-3%
Cc1nc(SCc2ccccc2)c([N+](=O)[O-])[nH]1,13%,4%,-34%,2.8%,12%,9,i,-12%,-2%
CC(=O)c1ccccc1NC(=O)CSc1nnc(Cc2csc(C)n2)o1,-9%,-1%,-17%,3.0%,-1%,-11,i,-3%,3%
COc1ccccc1C(=O)Nc1ccccc1N1CCN(S(C)(=O)=O)CC1,5%,8%,-7%,-0.2%,3%,-4,i,1%,-13%
Cc1ccc(C(=O)N/N=C\c2ccc(-c3ccc(Cl)c(Cl)c3)o2)cn1,18µM*,u,-96%,-2.6%,u,u,u,-17%,11µM*
CCOc1ccccc1N=CC1=C(O)CC(c2ccccc2)CC1=O (stereo not given),-29%,12%,2%,14%,u,20,u,-8%,8%
O=C(Nc1ccc(OC(F)(F)F)cc1)C1CCCN(S(=O)(=O)c2cccc3nonc23)C1 (stereo not given),4%,x,-5%,0.3%,2%,x,i,-1%,48%[activator]
CCOc1cc(/C=N\NC(=O)OC)ccc1OC(=O)c1ccco1,4%,-12%,13%,1.9%[9.22 µM],5%,-5,i,-1%,-3%
CN(CC(=O)NC1CCCCCC1)S(=O)(=O)c1cnc[nH]1,2%,-15%,-2%,0.6%,x,-4,i,0%,0%
CN(C)c1ccc(-c2nc(-c3cc4cc(Cl)ccc4oc3=O)cs2)cc1,x,x,9%,4.5%,8%,x,u,-1%,-17%
O=C1OC(c2ccc(F)cc2)=N/C1=C\C=C/c1ccccc1,u,1%,-1%,-0.9%,x,10,i,1%,12%
CN(C(=O)CN1C(=O)S/C(=C\c2ccc(Cl)cc2)C1=O)C1CCS(=O)(=O)C1 (stereo not given),-17%,4%,-4%,0.3%,-12%,u,i,0%,-1%
Cc1c(Br)ccc(NC(=O)COc2ccccc2C(N)=O)c1C,-14%,-3%,1%,0.0%,-13%,-16,i,0%,15%
CC(C)c1ccc(CN2CCC(n3nccc3NC(=O)C3CCCC3)CC2)cc1,x,x,-11%,-0.2%,x,-19,i,x,-8%
Cc1ccc(N2CCN(C(=O)C3CCN(c4ncnc5c4nc4n5CCCCC4)CC3)CC2)c(C)c1,12%,x,-7%,-0.9%,x,x,x,8%,-16%
O=C1N(Cc2cccnc2)C[C@@H]2C[C@@H](c3ccc(C(F)(F)F)cc3)N3CCC[C@@]123,2%,0%,12%,0.1%,x,0,i,0%,-20%
COc1ccc2cc(C)c3nnc(SCC(=O)Nc4nc(-c5ccccc5)cs4)n3c2c1,6%,7%,-21%,0.3%,-15%,35,i,-1%,-18%
CC1=CCC(C(=O)O)(C(=O)N/N=C/c2cccs2)C(c2ccc(F)cc2)C1 (stereo not given),x,2%,-16%,-0.4%,-4%,-3,i,4%,12%
CC1=C(C(=O)N2CCOCC2)CC(CC(=O)NCCN2CCOCC2)C(=O)N1Cc1ccc(C(C)(C)C)cc1 (stereo not given),x,x,-1%,-0.1%,3%,1,i,x,5%
CCOc1ccc(OCc2ccc(C(=O)NN)o2)cc1,u,-1%,-18%,3.9%,x,-23,i,10%,u
Cc1ccc(-c2c(C#N)c(N)n(-c3ccccc3)c(=O)c2C#N)cc1,9%,-4%,3%,1.5%,-9%,-17,i,-6%,-1%
CC1=NN(c2ccccc2)C(=O)/C1=C\C=C\c1ccccc1,-15%,u,-56%,u,u,x,u,2%,8.9µM*
O=C(c1cccc(S(=O)(=O)N2CCCCC2)c1)N1CCOCC1,7%,6%,14%,0.0%,2%,-18,i,1%,-2%
COCCNc1ncnc2c1cnn2-c1cc(Cl)ccc1C,x,x,0%,0.4%,-4%,x,i,-2%,1%
COc1ccc(N2C3=[N+](CCCC3)CC2(C)O)cc1 (stereo not given),u,14%,-19%,-0.1%,-9%,6,i,1%,-17%
